# Compound activity (PubChem)
# BoNT F protease: blocks Botulinum neurotoxin F light chain protease; inhibition, % at 10 µM; actives 0.22% (n = 360,000); Multiplex microsphere protease cleavage assay, flow cytometry; AID 588497; in the data active = inhibition above about 35%, passing the limit was not always enough; inconclusive = no clear call, values can overlap the other calls; note: plate controls were buffer without enzyme for full effect and enzyme alone for no effect
# TcdB GH inh: inhibitors of Clostridioides difficile toxin B glycohydrolase | AID 652162 | actives 0.24% (n = 350,000) | P18177 | TcdB glycohydrolase enzymatic assay, plate reader | inhibition, % at 9.99 µM; in the data active = inhibition above about 10%
# Y pestis TopoI: blocks Yersinia pestis topoisomerase I activity; activity, % at 10 µM; Y. pestis Topo-I cleavage product accumulation, plate reader; AID 504884; actives 0.064% (n = 360,000); in the data active = activity above about 50%, passing the limit was not always enough; inconclusive = no clear call, values can overlap the other calls; note: inactives centre near 2
# PfHsp40 yeast: compounds rescuing yeast from Plasmodium falciparum HSP40 toxicity; S. cerevisiae expressing PfHsp40, growth rescue, ATP luminescence; growth rescue, % at 12.5 µM; actives 0.68% (n = 340,000); in the data active = growth rescue above about 28%, passing the limit was not always enough; inconclusive = no clear call, values can overlap the other calls;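 note: yeast W303a lacking pdr1 and pdr3 grown in galactose medium; growth measured after three days at 30 °C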
# FadD28 FP inh: M. tuberculosis FadD28 bisubstrate binding inhibition | FadD28 bisubstrate probe binding, fluorescence polarization | inhibition, % at 12.5 µM | AID 588549 | actives 0.22% (n = 360,000); in the data active = inhibition above about 8.5%, passing the limit was not always enough; inconclusive = no clear call, values can overlap the other calls
# Anthrax LF prot: blocks Bacillus anthracis lethal factor protease | P15917 | multiplex microsphere protease cleavage assay, LF | inhibition, % at 10 µM | actives 0.12% (n = 360,000) | AID 588501; note: plate controls were buffer without enzyme for full effect and enzyme alone for no effect
# Target sequence (P15917 whole entry, looked up): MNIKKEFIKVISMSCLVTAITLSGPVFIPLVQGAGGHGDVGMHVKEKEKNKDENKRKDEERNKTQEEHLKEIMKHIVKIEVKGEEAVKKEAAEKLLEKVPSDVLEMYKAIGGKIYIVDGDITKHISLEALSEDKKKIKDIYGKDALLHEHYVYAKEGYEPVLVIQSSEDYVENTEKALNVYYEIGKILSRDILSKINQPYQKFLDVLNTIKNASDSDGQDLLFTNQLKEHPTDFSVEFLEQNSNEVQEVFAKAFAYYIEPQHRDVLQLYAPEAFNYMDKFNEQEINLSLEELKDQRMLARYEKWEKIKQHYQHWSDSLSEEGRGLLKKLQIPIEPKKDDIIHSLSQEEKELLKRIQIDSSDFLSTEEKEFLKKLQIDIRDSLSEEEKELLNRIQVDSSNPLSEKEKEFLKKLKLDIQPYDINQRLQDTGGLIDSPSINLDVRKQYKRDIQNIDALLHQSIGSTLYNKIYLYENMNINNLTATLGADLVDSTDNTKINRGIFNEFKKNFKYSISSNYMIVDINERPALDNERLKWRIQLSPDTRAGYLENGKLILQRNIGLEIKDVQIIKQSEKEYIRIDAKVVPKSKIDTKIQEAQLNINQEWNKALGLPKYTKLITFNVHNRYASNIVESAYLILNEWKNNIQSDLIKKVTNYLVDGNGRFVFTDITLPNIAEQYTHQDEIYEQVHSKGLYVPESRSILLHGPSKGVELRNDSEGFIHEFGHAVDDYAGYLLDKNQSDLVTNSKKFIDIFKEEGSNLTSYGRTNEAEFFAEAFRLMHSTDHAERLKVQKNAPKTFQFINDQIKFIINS
# BoNT-A LC inh2: blocks Botulinum neurotoxin A light chain protease. actives 0.17% (n = 360,000). multiplex microsphere protease substrate cleavage, flow cytometry. AID 588499. inhibition, % at 10 µM; note: plate controls were buffer without enzyme for full effect and enzyme alone for no effect
# PrPC TRFRET: reduces human prion protein on the cell surface; P04156; inhibition, % at 13.8 µM; AID 720596; actives 0.43% (n = 370,000); cell surface PrPC, TR-FRET read-out; in the data active = inhibition above about 24%; note: 0% = median of the test wells and 100% = reference compound wells
# CCHF vOTU inh: CCHFV vOTU protease inhibition; inhibition, % at 11.5 µM; actives 0.55% (n = 370,000); Pep-AMC fluorescence; AID 651958; in the data active = inhibition above about 30%; note: 0% = vehicle wells with enzyme and 100% = no enzyme wells
# Active calls of the source: *; ? = inconclusive; · = no result given. Cut-off read from the data, not from the text of the source, unless noted: active = inhibition above about 30%; inconclusive = no clear call, values can overlap the other calls; inactive = below that. Random draw from the library (roughly 2.3% active in at least one column).
SMILES,BoNT F protease,TcdB GH inh,Y pestis TopoI,PfHsp40 yeast,FadD28 FP inh,Anthrax LF prot,BoNT-A LC inh2,PrPC TRFRET,CCHF vOTU inh
Cc1cc(Nc2ccc(C(=O)N3CCCCC3)cc2)c2cccc(C)c2n1,17,-1.0,1,1.2,-0.8,4,0.0,-11,-4
CCN(CC)S(=O)(=O)c1cc(NC(=O)c2cc(-c3ccccn3)nc3ccccc23)ccc1C,-5,0.1,25,0.6,-17,-2,-0.9,-6,14
COc1ccc(N2C(=O)CC(Sc3nnnn3-c3ccc(F)cc3)C2=O)cc1 (stereo not drawn),0,-1.6,2,1.2,-2.1,1,1.5,-1,-10
COc1ccccc1-n1c(C)nnc1SCC(=O)NCc1ccccc1,4,·,3,-0.3,-1.3,-2,1.4,2,10
O=C(NCc1ccccc1)c1c(Cl)nc(Cl)c(Cl)c1Cl,-5,0.9,6,-0.7,0.1,7,0.9,-2,-14
COc1ccc(-c2csc(NC(=O)C3=NN(c4ccccc4)C(=O)CC3)n2)cc1,-3,-0.1,1,2.2,-3.8,-7,-0.4,8,-11
CCn1c(SCC(=O)Nc2nccs2)nnc1-c1ccc(S(=O)(=O)N2CCCCCC2)cc1,3,·,18,0.8,-0.8,-6,-0.2,3,1
COc1cc(NC(=O)c2cccc(F)c2)ccc1NC(=O)c1cc2ccccc2o1,19,-1.2,0,0.4,·,-4,-0.9,-2,-10
Cc1cccc(NC(=O)NCc2ccc3c(c2)OCO3)c1C,5,-0.1,-7,0.3,-1.3,0,-0.4,2,-18
O=C(O)CCn1cc(-c2ccc(Cl)cc2)nc1-c1ccc(Cl)nc1,1,0.9,-2,0.5,-0.4,-5,0.3,2,-3
Cc1ccc(NS(=O)(=O)c2cc(C(=O)Nc3cccc(N(C)S(C)(=O)=O)c3)ccc2C)c(C)c1,8,-0.1,17,-1.3,-1.2,1,1.1,0,6
Cc1ccc(C(=O)Nc2ccc3c(c2)nc2n3CCSC2)cc1,4,·,-13,3.6,-6.9,5,1.7,-11,0
O=C(CCn1nnc2ccccc2c1=O)N[C@@H](Cc1ccccc1)C(=O)O,1,·,-5,-1.1,-2.2,-3,-0.3,-1,-6
O=C(O)C1Nc2ccc(C(F)(F)F)cc2C2OCCC12 (stereo not drawn),3,·,-4,-0.6,-0.8,1,-0.3,-3,-5
COC(=O)c1ccccc1NC(=O)c1cn(-c2ccc(C)c(C)c2)c(=O)c2ccccc12,0,·,15,-1.1,-1.0,1,-0.4,4,-6
COc1cccc(NC(=O)N2CCCC2C(=O)NC23CC4CC(CC(C4)C2)C3)c1 (stereo not drawn),7,-0.6,5,-0.4,0.1,-1,-0.6,-3,-1
Cc1ccc(C)c(NC(=O)CN(C)C(=O)c2cccc(S(=O)(=O)N(C)C)c2)c1,1,0.3,-4,-0.2,-3.0,0,0.5,-3,-2
Cc1ccc2[nH]c(=O)c(COC(=O)c3ccccn3)cc2c1,15,·,-2,-0.7,-2.3,4,2.1,5,11
Cc1ccc(S(=O)(=O)N2CCN(Cc3nc4ccccc4[nH]3)CC2)cc1C,-6,·,11,-1.1,-0.9,-1,0.1,4,20
CCOC(=O)C1=C(C)NC2=C(C(=O)CC(C)(C)C2)C1c1ccc2c(c1)CCCN2C (stereo not drawn),-11,·,5,-0.4,-1.6,-6,0.0,-1,-2

# Whole records as entered above. Values in the order: BoNT F protease	TcdB GH inh	Y pestis TopoI	PfHsp40 yeast	FadD28 FP inh	Anthrax LF prot	BoNT-A LC inh2	PrPC TRFRET	CCHF vOTU inh
# Shown for COc1ccc(N2C(=O)CC(Sc3nnnn3-c3ccc(F)cc3)C2=O)cc1 (stereo not drawn) : 0	-1.6	2	1.2	-2.1	1	1.5	-1	-10
# Shown for Cc1ccc(C)c(NC(=O)CN(C)C(=O)c2cccc(S(=O)(=O)N(C)C)c2)c1 : 1	0.3	-4	-0.2	-3.0	0	0.5	-3	-2

# More records:
SMILES,BoNT F protease,TcdB GH inh,Y pestis TopoI,PfHsp40 yeast,FadD28 FP inh,Anthrax LF prot,BoNT-A LC inh2,PrPC TRFRET,CCHF vOTU inh
COc1ccc(NC(=O)c2ccco2)cc1S(=O)(=O)N1CCOCC1,-2,-0.2,5,-1.5,-2.0,-1,-0.6,2,7
Cc1ccsc1C(=O)C1CCCN(Cc2cnc(N3CCCC3)s2)C1 (stereo not drawn),-2,1.0,14,-1.0,0.0,1,-0.2,3,-2
CCCC(C(=O)NC1CCCC1)N(CCCN1CCOCC1)C(=O)c1snc(C(N)=O)c1N (stereo not drawn),4,0.6,-1,0.3,-2.1,-2,-0.4,-8,-11
O=C(Cc1ccccc1)Nc1nc(=O)c2ccccc2s1,0,·,6,0.8,-2.7,2,0.3,5,15
N#Cc1c(NC(=O)c2ccccc2)sc2c1CCC2,9,·,6,0.3,0.0,-6,-0.8,6,9
CC(C)(C)NC(=O)C(c1ccc(Cl)cc1)N(CCO)C(=O)c1snc(C(N)=O)c1N (stereo not drawn),3,1.2,-4,-0.5,-4.4,11,-2.4,1,-3
O=C(c1ccco1)N1CCN(Cc2nnnn2CC2CCCO2)CC1 (stereo not drawn),-6,-4.8,0,-1.4,0.1,-2,0.0,5,5
O=C(Nc1ccc2oc(-c3cccc(F)c3)nc2c1)c1ccccc1F,1,2.3,-4,-1.0,0.3,-2,-0.3,10,1
CCOC(=O)Cc1c(C)nc(-c2ccccc2)[nH]c1=O,-8,·,-6,3.4,0.2,0,-0.5,-3,15
CC(C)C(OC(=O)c1ccco1)C(=O)NCc1cccs1 (stereo not drawn),-6,·,10,-0.3,1.3,-3,-0.2,-3,-3
COc1cccc(-n2c(CN3CCN(C)CC3)nc3ccc([N+](=O)[O-])cc3c2=O)c1,20,-0.5,-8,2.5,-1.4,-2,2.6,-40,-7
CCc1ccc(NC(=O)CN(C(=O)N2CCN(CC)CC2)S(=O)(=O)c2ccc(C)cc2)cc1,·,1.9,7,-1.6,-3.6,·,·,2,0
Fc1ccc2nc(Nc3ccccc3)sc2c1,0,0.4,-2,2.6,-1.4,0,-0.5,11,13
COc1ccccc1CCn1cnc2c3cc(C)ccc3n(C)c2c1=O,-11,·,14,0.0,-0.8,-1,-0.6,-3,-21
NC(c1ccccc1)c1csc(Nc2ccccn2)n1 (stereo not drawn),-15,0.4,-1,·,-4.9,-11,-1.6,5,-2
Cc1ccc(C)c(N2CC(C(=O)Nc3cc(C)on3)CC2=O)c1 (stereo not drawn),-2,2.9,4,-0.1,-1.1,1,1.6,1,3
CCOc1cc(N2CCOCC2)c(OCC)cc1NC1=NCCCCC1,-26,·,-8,-0.9,-1.8,-7,0.3,4,2
COc1ccc(N(CC(=O)N2CCc3ccccc3C2)S(=O)(=O)c2c(C)[nH]c(=O)[nH]c2=O)cc1,-5,2.2,1,-1.3,-2.4,-2,0.0,7,-3
Cc1ccc2nc(C)cc(Cl)c2c1,-1,2.2,5,-0.5,0.3,0,0.7,-2,-11
O=C(OC1C2C=CC1C1C(=O)NC21)c1ccccc1 (stereo not drawn),-4,0.3,1,·,-1.3,3,-0.1,-9,9
O=[N+]([O-])c1ccccc1CNCCc1ccc(F)cc1,-10,·,-2,0.8,-2.1,1,-0.4,-8,-7
CN(Cc1ccccc1)C(=O)CSc1cc(=O)n(C)c2ccccc12,-6,0.5,3,-1.0,-2.7,-1,-0.1,12,21
O=C(c1cc2c(=O)oc3ccccc3c2s1)N1CCOCC1,3,·,-13,-0.2,-3.1,-1,0.4,-2,8
Cc1noc(C)c1C(=O)OCC(=O)/C=C1\N(C)c2ccccc2C1(C)C,0,·,24,-1.0,0.1,5,0.0,1,-3
CC1=C(C(=O)N(C(C)C)C(C)C)CC(CC(=O)NCc2ccco2)C(=O)N1CCC1=CCCCC1 (stereo not drawn),1,1.5,·,·,-4.2,-7,0.6,0,3
CC1C(c2ccccc2)N(C)C(c2ccccc2)CC1(O)c1ccccc1 (stereo not drawn),-7,-0.5,4,0.6,-2.7,-6,-5.7,-3,5
Cn1c(=O)oc2cc(S(=O)(=O)N3CCC(C(=O)Nc4ccc(OC(F)(F)F)cc4)CC3)ccc21,-11,·,-1,-1.3,-3.9,-4,-1.0,3,-1
C[C@H](CO)N1C[C@H](C)[C@@H](CN(C)C(=O)NC2CCCCC2)Oc2c(NS(=O)(=O)c3cn(C)cn3)cccc2C1=O,0,0.5,3,-0.5,-3.7,0,-0.3,4,-12
CCNc1ccc(C(=O)OCC(=O)Nc2cc(C)on2)cc1[N+](=O)[O-],-7,0.4,4,-0.4,-5.0,-9,-0.8,2,-2
NC(=O)c1ccc(NC(=O)COC(=O)c2ccc([N+](=O)[O-])cc2)cc1,-5,1.1,3,-2.1,-4.0,-9,-1.0,-6,-6
CCOC(=O)NC(=O)COC(=O)CNC(=O)c1cccc(OC)c1,-1,0.7,0,1.0,-0.8,-5,0.0,-6,3
c1nc(COc2nsnc2N2CCOCC2)cs1,-14,·,-9,-0.6,-1.0,0,-0.5,3,9
CCCCNC(=O)c1sc(=S)n(-c2ccccc2OC)c1N,7,·,-2,-2.4,-3.1,-5,0.3,-19,22
O=C(Nc1cc(Cl)ccc1N1CCOCC1)c1ccco1,-2,0.1,11,-0.6,-1.1,0,1.5,-3,16
COc1ccc(CNC(=O)c2cc(C3CC3)nc3c2cnn3C(C)C)cc1,-12,2.2,31,3.2,-1.5,-5,-0.4,1,-9
Cc1ccc(CN2CC(C(=O)N3CCN(S(=O)(=O)c4cccc(F)c4)CC3)CC2=O)cc1 (stereo not drawn),0,0.5,33,0.0,-3.4,-3,?,10,0
COC(=O)c1[nH]c2ccccc2c1NC(=O)CN1CC(C)OC(C)C1 (stereo not drawn),-27,·,-7,-1.0,-0.3,-1,0.4,0,6
COc1ccccc1NC(=O)c1sc2ncn(Cc3cccc(C)c3)c(=O)c2c1C,-5,·,3,-1.4,-3.1,-6,0.7,2,1
CCSc1nnc(-c2ccc(Cl)cc2Cl)o1,-5,·,5,0.4,-0.5,-2,0.7,-1,-1
O=C(c1ccsc1)N1CCCC(N2CCN(c3cccc(Cl)c3)CC2)C1 (stereo not drawn),-3,-2.5,11,-0.2,-1.6,1,-1.7,-1,5
CC1CCCN(C(=S)NCc2ccccc2)C1 (stereo not drawn),-1,·,0,-1.4,-3.1,4,0.7,-1,-7
COc1ccc(OC)c(CNC(=O)CCN2C(=O)COc3ccccc32)c1,-7,-0.2,-6,-0.8,-2.0,-5,0.1,1,-21

# Grouped by structure, the entries above with a Cl atom.
SMILES,BoNT F protease,TcdB GH inh,Y pestis TopoI,PfHsp40 yeast,FadD28 FP inh,Anthrax LF prot,BoNT-A LC inh2,PrPC TRFRET,CCHF vOTU inh
O=C(NCc1ccccc1)c1c(Cl)nc(Cl)c(Cl)c1Cl,-5,0.9,6,-0.7,0.1,7,0.9,-2,-14
O=C(O)CCn1cc(-c2ccc(Cl)cc2)nc1-c1ccc(Cl)nc1,1,0.9,-2,0.5,-0.4,-5,0.3,2,-3
CC(C)(C)NC(=O)C(c1ccc(Cl)cc1)N(CCO)C(=O)c1snc(C(N)=O)c1N (stereo not drawn),3,1.2,-4,-0.5,-4.4,11,-2.4,1,-3
Cc1ccc2nc(C)cc(Cl)c2c1,-1,2.2,5,-0.5,0.3,0,0.7,-2,-11
O=C(Nc1cc(Cl)ccc1N1CCOCC1)c1ccco1,-2,0.1,11,-0.6,-1.1,0,1.5,-3,16
CCSc1nnc(-c2ccc(Cl)cc2Cl)o1,-5,·,5,0.4,-0.5,-2,0.7,-1,-1
O=C(c1ccsc1)N1CCCC(N2CCN(c3cccc(Cl)c3)CC2)C1 (stereo not drawn),-3,-2.5,11,-0.2,-1.6,1,-1.7,-1,5
